# Screening data: PubChem BioAssay, Broad Institute
# XiGFP reactiv: activators of inactive X chromosome reactivation, primary screen, imaging, XiGFP fibroblasts, GFP high-content imaging, set 2. XiGFP mouse fibroblasts, % GFP-positive cells imaging, 3 d; cells co-treated with 5-aza-dC sensitizer; scaled so ellipticine positive control = 100%. activation, % at 7.58 µM. hit rate 0.055% among 360,000;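 active = mean normalized replicate activation at least 10% and every replicate at or above 10%; inconclusive = only one of the two criteria met; inactive = mean below 10% and not all replicates reach 10%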;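 note: 0% = median of on-plate neutral control wells and 100% = ellipticine 6 µM median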
#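 Material: SV40-immortalized XiGFP fibroblast cells, line 68-5-11 | Buffer or medium: DMEM containing 5-aza-dC | Dosing: One concentration, pinned | Times: 3 d treatment, 15 min room-temperature fixation | Controls: Ellipticine 6 µM positive control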
# INS-1E GSIS act: GLuc luminescence reporter in INS-1E cells, primary screen for activators of glucose-dependent secretion of insulin | INS-1E GLuc reporter insulin secretion, 2-3 h | activation, % at 16.6 µM | hit rate 0.61% among 370,000 | AID 743287, 2014;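 active = lowest replicate activation of at least 40%, so every replicate reaches that level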;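 note: 0% = median of neutral control wells and 100% = median of IBMX positive control wells; some compounds called inactive have numbers as strong as hits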
# * marks the source's active call; other numbers are inactive results; ? = inconclusive. An excerpt (hit frequency here may not be typical).
# The opening 2 records, ahead of the listing:
SMILES,XiGFP reactiv,INS-1E GSIS act
CCCC(=O)Nc1ccc(Cl)c(NC(=O)c2cccc(OC)c2)c1,0.0,6.7
CCOC(=S)SCC(=O)N1CCc2cc(OC)c(OC)cc2C1C1C(=O)CC(C)(C)CC1=O (configuration not stated),0.0,6.8

# This part in full, previewed entries included:
SMILES,XiGFP reactiv,INS-1E GSIS act
CCCC(=O)Nc1ccc(Cl)c(NC(=O)c2cccc(OC)c2)c1,0.0,6.7
CCOC(=S)SCC(=O)N1CCc2cc(OC)c(OC)cc2C1C1C(=O)CC(C)(C)CC1=O (configuration not stated),0.0,6.8
NC(N)=NNC(=O)c1ccccc1Cl,0.0,20.1
COc1cc(CN2CC3(CCN(C(=O)NC(C)C)CC3)c3c(n(C)c4cc(OC)ccc34)[C@@H]2CO)cc(OC)c1,0.4,-24.5
CCC(C)NC(=O)Nc1ccccc1F (configuration not stated),0.1,5.0
O=C(CSc1nnc(Nc2ccccc2F)s1)c1cc2ccccc2o1,0.2,4.8
COc1ccc(/C=N/Nc2nc(-c3ccc(Cl)cc3)cc(C(F)(F)F)n2)cc1OC,0.2,-46.0
COc1ccccc1NCC(=O)N/N=C/C=C/c1ccccc1,0.1,2.8
Cc1cc(NS(=O)(=O)c2ccccc2)c([N+](=O)[O-])cc1C,0.0,1.8
CC(/C=C/c1ccc2c(c1)OCO2)=N/NC(=O)c1ccc(C)nc1,0.0,-5.0
Cc1ccc(C(=O)Nc2ccccc2C(=O)N2CCCC2)cc1[N+](=O)[O-],0.0,1.5
O=C(Cc1ccccc1)NCC(=O)OCC(=O)c1ccc([N+](=O)[O-])cc1,1.1,44.5
CC(C)(C#CCN1CCCCC1)OCCOC(c1ccccc1)c1ccccc1,0.3,-11.6
O=C(O)CCc1nnc(SCC(=O)Nc2cccc(C(F)(F)F)c2)[nH]c1=O,0.0,-1.3
COc1ccc(C(=O)Nc2ccc3c(c2)C(=O)c2ccccc2C3=O)cc1OC,0.2,61.8*
CCOC(=O)N(C)C[C@H]1OCc2ccccc2-c2ccccc2C(=O)N([C@H](C)CO)C[C@H]1C,0.1,4.0
COc1cc(NC(=S)NCCCN2CCOCC2)cc(OC)c1,0.0,21.6
CN1CCc2nc3ccc(Cl)cc3c(-c3ccccc3Cl)c2C1,0.2,5.9
CCCNC(=O)N1CC2(CCN(Cc3ccncc3)CC2)c2c(n(C)c3cc(OC)ccc23)[C@@H]1CO,0.3,-11.5
COc1ccc2c3c(n(C)c2c1)[C@H](CO)N(Cc1ccccc1)CC31CN(S(=O)(=O)c2ccc(C)cc2)C1,0.0,-29.3
CCC(CC)C(=O)Nc1cc([N+](=O)[O-])ccc1F,0.3,-6.5
CC(C)c1ccc(/C=N/NC(=O)c2nnn(-c3nonc3N)c2CSC2=NCCS2)cc1,0.6,-9.2
CC(C)/C=N/NC(=O)c1cc(Br)ccc1O,0.0,-8.4
COC(=O)c1c(NC(=O)C2COc3ccccc3O2)sc2c1CCN(C(C)=O)C2 (configuration not stated),0.3,4.0
O=C(CN1CCN(c2ccccc2O)CC1)Nc1ccc2c(c1)CCC2,0.0,-23.3
Cc1ccc(-c2nc(N)sc2CC(=O)OCC(=O)NCCC(C)C)cc1,0.0,-11.1
Cc1nc(NC(=O)/C=C/c2ccc(F)cc2)sc1C(=O)N(C)C,-0.1,-3.7
CCN(CC)C(=O)Oc1ccc2cc(Br)ccc2c1,0.0,-23.6
CC(=O)N(C)C[C@@H]1Oc2c(NC(=O)NC(C)C)cccc2C(=O)N(C)C[C@@H]1C,0.3,13.2
CCOc1ccccc1NC(=O)C1C2CCC3C(CCC21)C3(Cl)Cl (configuration not stated),0.0,19.5
S=c1[nH]nc(-c2ccncc2)n1/N=C/c1ccccc1,0.0,21.4
CC(C)NC(=S)N/N=C/C1=CCC2CC1C2(C)C (configuration not stated),-0.1,-21.7
CC(C)c1ccc(NS(=O)(=O)c2ccc(Cl)nc2)cc1,-0.1,-26.6
COc1cc(/C=N/n2c(C)n[nH]c2=S)ccc1OCc1ccccc1,0.1,-7.6
CCOc1ccc2nc(Nc3nc4ccc(NC(C)=O)cc4s3)sc2c1,0.2,-2.6
COc1ccc(S(=O)(=O)N(C)C[C@@H]2OCCCC[C@@H](C)Oc3ccc(NS(=O)(=O)c4ccc(Cl)cc4)cc3C(=O)N([C@H](C)CO)C[C@H]2C)cc1,0.0,-47.6
CC(=O)N(C)C[C@H]1Oc2ccc(NC(=O)NC(C)C)cc2CC(=O)N(C)C[C@H]1C,0.2,5.9
C[C@@H]1CCn2cc(nn2)COC[C@H](C)NC1=O,0.0,15.0
Cc1ccc(S(=O)(=O)N2CCN=C2SCc2ccc(Cl)c(Cl)c2)cc1,0.2,14.1
O=C(COC(=O)CNC(=O)c1cccc([N+](=O)[O-])c1)Nc1cccc(S(=O)(=O)N2CCCC2)c1,-0.1,-14.7
COc1nc(NCCO)nc(Nc2ccc([N+](=O)[O-])cc2)n1,0.2,2.4
CCOc1cc(/C=C2\C(=O)ON=C2C)ccc1OCc1ccccc1,0.5,-0.8
COc1ccc2c3c([nH]c2c1)[C@@H](CO)N(C(=O)CC1CC1)CC31CCN(Cc2ccncc2)CC1,0.0,2.3
COc1ccc(S(=O)(=O)N2CC(O)CC2C(=O)OCc2nc3sc(C)c(C)c3c(=O)[nH]2)cc1 (configuration not stated),-0.2,0.3
O=C(Nc1nnc(SCC(=O)N2CCCc3ccccc32)s1)c1ccc2ccccc2c1,0.0,0.3
Cc1noc(C)c1C(=O)N(C)C[C@H]1OCc2ccccc2-c2ccccc2C(=O)N([C@@H](C)CO)C[C@H]1C,0.1,6.8
O=C(CCn1c(=S)oc2ccccc21)Nc1cccc(F)c1,0.0,2.9
Cc1ccc(S(=O)(=O)N(C(=O)c2ccncc2)c2ccc(OC(=O)c3ccncc3)cc2)cc1,0.1,-26.6
C=CCNC(=O)/C(=C/c1cn(-c2ccccc2)nc1-c1cccc([N+](=O)[O-])c1)NC(=O)c1ccccc1,0.5,-9.1
Cc1ccc(S(=O)(=O)NN2C(=O)/C(=C/c3ccccn3)SC2=S)cc1,?,13.1
CCCC[n+]1ccc(-c2nc3ccc([N+](=O)[O-])cc3[nH]2)cc1,0.0,14.5
CCCC#Cc1ccc([C@@H]2[C@@H](CO)N3C(=O)CN(C(=O)Nc4cc(F)ccc4F)C[C@H]23)cc1,0.7,-18.5
Cc1ncc([N+](=O)[O-])n1CCOC(=O)c1ccccc1,0.0,-11.3
O=C(CSc1nc2ccccc2c(=O)n1CCCN1CCOCC1)Nc1cccc(S(=O)(=O)N2CCCCCC2)c1,0.2,-13.1
Cc1ccc(OCC(=O)N2CCN(S(=O)(=O)c3ccc(Cl)cc3)CC2)c([N+](=O)[O-])n1,0.3,9.0
Cc1ccc(C(=O)c2sc(Nc3ccccc3)c(C#N)c2N)cc1,0.0,42.7*
CCOC(=O)c1ccc[n+](C(C)C(=O)c2ccc(-c3ccccc3)cc2)c1 (configuration not stated),-0.3,27.1
Cc1cc(F)ccc1S(=O)(=O)N1CCCOC1CNC(=O)C(=O)NCCc1c[nH]c2ccccc12 (configuration not stated),0.2,-26.6
Cc1c(C(=O)C(=O)N2CC=C(c3ccccc3)CC2)c2ccccc2n1C,0.1,-20.1
Cc1ccc(O)c(C(=O)c2cnc3c(c2)c(C)nn3-c2ccccc2)c1,0.0,-35.3

# Full records, looked up by structure. Values in the order: XiGFP reactiv	INS-1E GSIS act
# Results for `O=C(Cc1ccccc1)NCC(=O)OCC(=O)c1ccc([N+](=O)[O-])cc1` = 1.1	44.5
# Results for `CC(C)(C#CCN1CCCCC1)OCCOC(c1ccccc1)c1ccccc1` = 0.3	-11.6
# Results for `CCOC(=O)N(C)C[C@H]1OCc2ccccc2-c2ccccc2C(=O)N([C@H](C)CO)C[C@H]1C` = 0.1	4.0
# Results for `O=C(Nc1nnc(SCC(=O)N2CCCc3ccccc32)s1)c1ccc2ccccc2c1` = 0.0	0.3
# Results for `COc1ccc(C(=O)Nc2ccc3c(c2)C(=O)c2ccccc2C3=O)cc1OC` = 0.2	61.8*

# Next part.
SMILES,XiGFP reactiv,INS-1E GSIS act
CC(OC(=O)Cc1c(F)cccc1Cl)C(=O)NCCC1=CCCCC1 (configuration not stated),0.2,-16.6
CNC[C@H]1Oc2ccc(NC(=O)NC(C)C)cc2C(=O)N(C)C[C@@H]1C,0.3,18.8
O=C1CCC(=O)N[C@H](c2ccc(F)cc2)C/C=C\C[C@@H](c2ccc(F)cc2)N1,0.0,-5.6
O=C(NNc1ccccn1)C(=O)NNS(=O)(=O)c1ccc(F)cc1,0.0,11.6
CC(N)c1ccc(Cl)cc1Cl (configuration not stated),-0.1,7.0
CC(C)CC#Cc1ccc([C@@H]2[C@@H](CO)N3C(=O)CN(S(C)(=O)=O)C[C@@H]23)cc1,0.3,-13.2
CCOC(=O)c1c(NC(=O)C(Sc2ccccc2)c2ccccc2)sc(C(=O)N(C)C)c1C (configuration not stated),0.0,7.9
C[C@@H]1COCc2cn(nn2)CC[C@@H](Cc2ccccc2)C(=O)N1,0.0,11.2
OCC(Cc1ccccc1)Nc1c2ccccc2nc2ccccc12 (configuration not stated),-0.3,26.4
C[C@@H]1CN(C)C(=O)Cc2cc(NS(C)(=O)=O)ccc2O[C@@H]1CN(C)C,0.3,1.6
Cc1ccc(CC(=O)NCc2ccc(Cl)cc2)cc1,0.1,-10.2
CC(C)NC(=O)N1[C@@H]2CN(C)C[C@H]1C2c1ccc(Br)cc1 (some centres not stated),0.4,12.2
CCN(CC)S(=O)(=O)c1ccc(C(=O)OCC(=O)Nc2sc3c(c2C#N)CCCCC3)cc1,-0.3,7.6
N/C(=N\OC(=O)CC1CCCCC1)c1cccc([N+](=O)[O-])c1,0.3,-14.5
Cc1ccc(N2C(=O)CC(NNc3nc4ccccc4s3)C2=O)cc1C (configuration not stated),0.0,-21.9
C[C@@H]1CN(C)C(=O)Cc2cc(N(C)C)ccc2O[C@H]1CN(C)C(=O)OC(C)(C)C,0.3,-10.8
Cc1nn(Cc2ccc(Cl)cc2)c(Cl)c1/C=N/NC(=O)CNc1ccccc1F,0.0,2.6
CNc1nc(Nc2ccc(C)c(Cl)c2)nc(N)c1[N+](=O)[O-],0.0,26.8
Cc1c(NC(=O)c2ccc(S(=O)(=O)N3CC(C)OC(C)C3)cc2)c(=O)n(-c2ccccc2)n1C (configuration not stated),0.1,20.2
CCCn1c(SCN2C(=O)c3ccccc3C2=O)nc2cc(Cl)ccc2c1=O,0.0,-6.9
COc1ccc(-c2cc(C(=O)Nc3ccc(Cl)cc3Cl)c3ccccc3n2)cc1OC,0.0,-11.7
CC(C)NC(=O)N(C)C[C@@H]1Oc2ccc(N(C)C)cc2C(=O)N(C)C[C@@H]1C,0.3,5.1
O=C(c1cccs1)C1C(c2ccc(Br)cc2)NC(=S)NC1(O)C(F)(F)F (configuration not stated),-0.1,9.9
CN1C(=O)c2cc(NC(=O)c3cncs3)ccc2OC[C@H]2O[C@@H](CC(=O)NCC3CC3)CC[C@@H]21,0.3,8.8
CCC/C=N/NC(=O)c1cc(Br)ccc1O,0.1,8.6
COc1ccc2c3c([nH]c2c1)[C@H](CO)N(C(=O)NC(C)C)CC31CN(C(=O)c2ccccn2)C1,0.2,25.9
CN1C(=O)/C(=C/c2ccco2)SC1=Nc1ccc(N2CCOCC2)cc1,0.1,-4.0
CC(=O)Nc1ccc(N=Cc2ccc(OCc3ccccc3)cc2)cc1,-0.1,10.7
COc1cc(/C=N/NC(=O)C(=O)NCC2CCCO2)ccc1O (configuration not stated),0.1,0.9
Cc1ccc(S(=O)(=O)CCc2nnc(NC(=O)c3cccs3)s2)cc1,0.0,15.5
N#C/C(=C\c1ccc(OC(=O)c2ccc(Cl)s2)cc1)c1nc2ccccc2[nH]1,0.2,-1.7
O=C(CCC(=O)Nc1ccccc1)N/N=C/C=C/c1ccccc1,0.0,-17.3
Cc1nn(Cc2ccccc2)c(C)c1NC(=O)CSc1nc2c(c(C(F)(F)F)n1)CCc1ccccc1-2,-0.1,-23.8
O=C1NC2(CCCCCC2)Oc2ccccc21,0.0,1.1
COc1ccc(/C=N/NC(=O)CSc2ccccc2)cc1OC,0.2,49.9
CC(C)[C@H]1COCc2cnnn2CCC[C@@H](C)C(=O)N1,0.1,6.9
O=C(CSc1nnc(NC(=O)c2ccccc2Cl)s1)Nc1ccc2c(c1)oc1ccccc12,-0.2,-7.4
Cc1ccc(NC(=O)[C@@H]2CCCN2S(=O)(=O)c2ccccc2C(F)(F)F)cc1S(=O)(=O)N1CCOCC1,-0.2,-12.8
O=C(NC(=S)NC1CCCCCC1)c1cncc(Br)c1,0.0,-16.7
O=C(CCC1CCCC1)Nc1ccccc1-c1ccccc1,0.3,-22.6
CS(=O)(=O)N1[C@@H]2CN(CC3CC3)C[C@H]1C2c1ccc(Br)cc1 (some centres not stated),0.1,11.1
CCC(=O)NC[C@H]1[C@@H](c2ccc(C3=CCCC3)cc2)[C@@H](CO)N1CC1CC1,0.4,2.9
O=C(NCCc1cccc(Cl)c1)c1cccc([N+](=O)[O-])c1,0.0,-16.6
COc1cc(O)c(CCC(=O)c2cc(OC)c(OC)c(OC)c2)c(OC)c1,-0.1,17.7
CC(C)[C@H]1C(=O)N[C@H](c2ccc3c(c2)OCO3)CC=CC[C@@H](C)Oc2ccccc2C(=O)N1C (mixture of isomers),0.5,-12.9
Cn1c(SCC(=O)Nc2cc([N+](=O)[O-])ccc2F)nnc1C(F)(F)F,0.0,10.2
